# LYPLA1 counter: blocks human lysophospholipase 1, a PME1 counter-screen; inhibition, % at 5.9 µM; O75608; recombinant LYPLA1, FP-Rh probe fluorescence polarization; 0.16% of 320,000 active;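 active means inhibition above the mean of all tested compounds plus 3 SD, set per campaign, cut at about 14% in these data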;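 further: inhibitors block serine hydrolase probe labeling of LYPLA1 so polarization falls; 0% = enzyme with DMSO and 100% = wells lacking LYPLA1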
# PAFAH1B3 FP inh: PAFAH1B3 (human) inhibition | Q15102 | recombinant PAFAH1B3, FP-rhodamine probe, fluorescence polarization | inhibition, % at 3.39 µM | 0.28% of 340,000 active;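 active means inhibition above the screen-wide average of all tested compounds plus 3 SD, cut at about 25% in these data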;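 further: 0% = enzyme with DMSO only and 100% = wells lacking PAFAH1B3 protein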
# LYPLA2 counter: blocks human lysophospholipase 2, a PME1 counter-screen | O95372 | AID 2177 | recombinant LYPLA2, FP-Rh probe fluorescence polarization | inhibition, % at 5.9 µM | 0.38% of 320,000 active;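 active means inhibition above the screen-wide mean plus 3 SD, limit set per campaign, cut at about 26% in these data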;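 further: 0% = LYPLA2 with DMSO and 100% = wells lacking LYPLA2 enzyme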
# Target sequence (O95372 whole entry, looked up): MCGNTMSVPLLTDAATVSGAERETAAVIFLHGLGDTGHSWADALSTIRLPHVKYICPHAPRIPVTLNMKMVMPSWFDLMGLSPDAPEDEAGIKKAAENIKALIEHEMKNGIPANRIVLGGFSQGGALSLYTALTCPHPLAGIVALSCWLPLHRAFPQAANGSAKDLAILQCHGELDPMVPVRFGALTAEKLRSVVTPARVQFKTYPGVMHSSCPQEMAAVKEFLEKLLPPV
# PAFAH1B2 FP inh: blocks human PAF acetylhydrolase 1b catalytic subunit 2; P68402; inhibition, % at 3.39 µM; AID 492953; recombinant PAFAH1B2, FP-rhodamine activity probe, fluorescence polarization; 1.2% of 340,000 active;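 active means inhibition above the mean of all tested compounds plus 3 SD, cut at about 24% in these data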;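 further: 0% = enzyme with DMSO and 100% = wells lacking PAFAH1B2; many of its hits are not listed in these tables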
# Target sequence (P68402 whole entry, looked up): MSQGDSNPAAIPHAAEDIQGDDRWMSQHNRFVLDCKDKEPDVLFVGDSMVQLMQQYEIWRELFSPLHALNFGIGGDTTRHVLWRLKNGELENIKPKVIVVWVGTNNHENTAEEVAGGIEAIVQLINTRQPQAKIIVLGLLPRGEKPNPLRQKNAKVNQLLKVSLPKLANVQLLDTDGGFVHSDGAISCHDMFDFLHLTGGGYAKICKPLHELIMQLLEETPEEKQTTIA
# PAFAH2 inh: inhibitors of human PAFAH2 | 0.99% of 340,000 active | inhibition, % at 3.39 µM | Q99487 | recombinant PAFAH2, FP-rhodamine activity probe, fluorescence polarization;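 active means inhibition above the mean over all tested compounds plus 3 SD, cut at about 30% in these data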;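 further: inhibitors block probe labeling of enzyme so polarization drops; 0% = enzyme with DMSO and 100% = wells lacking PAFAH2 protein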
# pPAFAH FP inh: inhibitors of human plasma PAF acetylhydrolase (pPAFAH). Q13093. recombinant pPAFAH, FP-rhodamine probe fluorescence polarization. inhibition, % at 3.39 µM. 1.5% of 330,000 active. AID 463082;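 active means inhibition above the mean inhibition across the screen plus 3 SD, cut at about 25% in these data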;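 further: inhibitors block binding of the rhodamine activity-based probe so polarization drops; 0% = enzyme with DMSO and 100% = wells lacking pPAFAH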
# PAD4 inh: inhibitors of human PAD4 | 0.41% of 330,000 active | AID 485272 | inhibition, % at 6.36 µM | recombinant PAD4, RCA probe fluorescence polarization | Q9UM07;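 active means percent inhibition above a cutoff equal to the mean of all tested compounds plus 3 SD, cut at about 15% in these data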;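 further: 0% = PAD4 with RCA probe and DMSO and 100% = probe without PAD4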
# PME-1 inh: blocks human protein phosphatase methylesterase 1 | Q9Y570 | 0.53% of 320,000 active | recombinant PME-1, FP-Rh probe fluorescence polarization | inhibition, % at 5.9 µM;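 active means inhibition above the campaign mean of all compounds plus 3 SD, cut at about 26% in these data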;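 further: competitive labeling of PME-1 active site by serine hydrolase directed probe; 0% = PME-1 with DMSO and 100% = wells lacking PME-1 enzyme; inhibitors block probe labeling so polarization falls and inhibition rises; many of its hits are not listed in these tables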
# Target sequence (Q9Y570 whole entry, looked up): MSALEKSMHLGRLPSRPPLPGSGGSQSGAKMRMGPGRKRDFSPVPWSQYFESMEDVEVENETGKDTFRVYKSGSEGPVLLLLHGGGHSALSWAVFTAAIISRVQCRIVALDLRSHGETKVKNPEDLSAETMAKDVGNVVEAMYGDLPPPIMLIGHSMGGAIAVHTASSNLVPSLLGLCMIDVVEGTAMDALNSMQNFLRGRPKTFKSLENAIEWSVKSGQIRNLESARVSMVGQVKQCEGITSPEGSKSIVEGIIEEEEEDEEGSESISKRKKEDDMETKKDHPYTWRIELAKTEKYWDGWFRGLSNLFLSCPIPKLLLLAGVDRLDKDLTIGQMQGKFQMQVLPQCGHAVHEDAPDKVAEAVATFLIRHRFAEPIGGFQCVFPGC
# GSTO1 counter: counter-screen for RBBP9 inhibitors: inhibitors of human GSTO1. inhibition, % at 5.96 µM. AID 1974. 1.1% of 300,000 active. recombinant GSTO1, activity-based probe fluorescence polarization. P78417;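 active means inhibition above the campaign mean inhibition plus 3 SD, cut at about 35% in these data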;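 further: 0% = GSTO1-1 with DMSO and 100% = wells lacking GSTO1-1 enzyme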
# Target sequence (P78417 whole entry, looked up): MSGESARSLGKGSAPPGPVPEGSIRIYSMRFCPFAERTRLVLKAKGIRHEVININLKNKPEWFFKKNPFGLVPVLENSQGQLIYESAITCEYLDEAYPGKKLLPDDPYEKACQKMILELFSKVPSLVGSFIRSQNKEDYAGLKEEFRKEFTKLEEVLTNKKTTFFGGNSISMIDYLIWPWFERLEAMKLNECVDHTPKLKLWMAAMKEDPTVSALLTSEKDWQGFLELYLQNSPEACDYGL
# * = called active by the depositor; · = not tested or not shown.
SMILES,LYPLA1 counter,PAFAH1B3 FP inh,LYPLA2 counter,PAFAH1B2 FP inh,PAFAH2 inh,pPAFAH FP inh,PAD4 inh,PME-1 inh,GSTO1 counter
CC(C)c1ccc(/C=N/n2c(-c3ccccc3)n[nH]c2=S)cc1,-1.5,12.0,-1.6,4.2,9.6,25.0*,-1.2,4.1,2.9
Nc1ccn([C@H]2CS[C@@H](CO)O2)c(=O)n1,-2.1,9.4,-2.1,4.2,3.3,1.9,-5.6,-5.0,·
O=Cc1cccn1-c1ccccc1,2.2,4.2,3.2,-1.6,-3.7,3.8,-1.7,-1.6,-6.3
CCN(c1ccccc1)S(=O)(=O)c1ccc(C(=O)NCC(c2cccs2)N(C)C)cc1 (stereo not given),-0.6,3.2,1.4,7.8,5.3,-6.5,-7.5,-1.5,5.4
CCOC(=O)c1ccc(NS(=O)(=O)c2cccc3nsnc23)cc1,1.1,0.8,3.5,2.2,-3.1,7.4,-1.9,-5.7,3.8
O=C(O)COc1ccc2c(c1)OCCO2,2.9,7.0,-2.3,3.6,10.2,5.2,-2.0,-0.5,1.6
CC(C)(C)NS(=O)(=O)c1ccc(NC(=O)NC2CCCCC2)cc1,-1.8,1.8,-2.1,2.3,1.8,4.8,0.1,0.8,-6.7
CCN(CC)S(=O)(=O)c1cccc(-c2nnc(SCC(N)=O)n2N)c1,-2.3,5.6,4.3,4.2,-2.3,1.2,-4.2,-0.7,5.6
CCOC(=O)c1cccc(NC(=O)CCn2nc(C)c(S(=O)(=O)N3CCCCC3)c2C)c1,-3.1,8.4,0.6,3.7,8.3,2.5,-3.4,-0.5,-1.8
O=C(CN1CCN(C(=O)C2COc3ccccc3O2)CC1)Nc1ccc(F)cc1 (stereo not given),0.5,·,1.1,·,·,-0.7,-3.1,-1.8,12.1
CCCCn1c(SCc2nc(N)nc(Nc3ccccc3C)n2)nc2ccccc2c1=O,-8.3,-2.8,-11.0,-4.3,-5.1,-10.6,-0.5,-16.5,-11.6
CCc1nnc(NC(=O)CN2CC(C)OC(C)C2)s1 (stereo not given),-2.1,3.4,-6.2,1.3,-15.1,4.3,0.3,4.0,5.1
COc1ccc(CCNC(=O)CCS(=O)(=O)c2ccc3nc(C)sc3c2)cc1OC,-3.0,-3.5,2.5,5.0,10.5,-2.5,-0.4,3.0,-0.6
Cc1ccc(OCCn2nc3ccccc3n2)c(C)c1,4.0,3.1,0.2,3.4,6.3,0.5,-3.9,0.0,5.0
O=C(COc1ccccc1)NCC(=O)NC1=NCCS1,1.6,5.0,2.1,4.4,-1.4,-0.4,-3.5,-3.2,-0.6
Cc1ccccc1CN1[C@@H](C(C)C)COCCS1(=O)=O,-1.2,-5.3,-1.9,6.5,2.4,-3.6,4.3,-10.7,12.5
CCCNC(=S)N(Cc1ccccc1)Cc1nc2ccccc2c(=O)[nH]1,-3.5,3.2,-5.7,0.8,13.8,-2.2,-1.6,-2.8,-1.0
O=C(NNC(=S)Nc1ccccc1)C1CC1,1.6,7.1,3.5,9.4,2.7,-0.1,3.2,-6.2,7.9
S=C(NCc1ccco1)Nc1ccc(Br)cn1,-3.2,2.7,-7.9,-1.9,1.5,11.2,-6.3,0.8,0.8
Cn1c(N)c(C(=O)COC(=O)C2(c3ccccc3F)CCCC2)c(=O)n(C)c1=O,-1.0,1.9,-5.6,23.0,4.0,0.8,-2.8,-2.8,1.6
O=C(O)c1cc(N2C(=O)C3CCCCC3C2=O)ccc1NCc1cccnc1 (stereo not given),0.6,4.8,3.9,6.7,-10.0,-2.3,-4.0,2.7,-1.2
COc1ccc(-c2csc(N(Cc3ccco3)C(=O)c3cccs3)n2)cc1,-6.7,-2.9,-12.2,3.8,-7.2,2.6,2.3,-8.4,-7.1
CCCCc1nnc(NC(=O)CSCc2cc(=O)n3cc(C)sc3n2)s1,2.9,8.9,-0.2,5.3,0.6,-0.9,-2.0,1.4,9.1
c1ccc(-c2ccc(OCCCn3cncn3)cc2)cc1,1.5,8.5,-0.6,2.6,-3.2,5.2,-2.9,-1.7,-1.6
CCn1c(=O)c(C(=O)CN(C)Cc2ccc(F)cc2)c(N)n(Cc2ccccc2)c1=O,8.4,6.5,9.3,3.7,0.7,0.6,2.8,-2.6,7.6
CCCCCc1cc(O)c2c(C)cc(=O)oc2c1,1.6,8.4,2.5,12.9,1.0,10.0,1.5,-9.2,-13.4
N=C1/C(=C/c2cccn2Cc2ccc(F)cc2)C(=O)N=C2SC=CN12,-6.5,10.7,-8.6,9.3,1.3,10.7,-6.6,-3.0,-0.5
CSc1cc(-c2ccccc2)n(Cc2c(Cl)cccc2Cl)c(=O)c1C#N,-1.6,-1.9,1.5,-2.5,-2.2,-2.6,3.0,-0.8,-0.5
CCN(CC)CCN(C(=O)CCS(=O)(=O)c1ccccc1)c1nc2cc(OC)c(OC)cc2s1,3.5,12.4,8.2,2.8,3.2,0.2,-0.7,0.1,3.1
COc1ccccc1N1CCN(C2=Nc3cccc4cccc2c34)CC1,7.2,10.0,-0.5,-0.6,7.1,6.6,-0.2,0.3,-0.1
CC(C)Sc1nc2c(c(=O)[nH]c(=O)n2C)n1Cc1ccc(Cl)cc1,1.8,5.3,6.9,5.9,3.4,0.3,1.2,-5.6,8.6
Cn1c(/C=C/c2cccc(Br)c2)nc2ccccc2c1=O,-12.5,3.2,-6.9,4.8,-3.1,-6.7,4.8,-2.9,-18.6
O=C(Nc1cccc(O)c1)c1cnn2cccnc12,-3.5,6.6,-1.7,2.6,-4.7,9.3,3.0,-3.0,5.5
O=C(CSc1c[nH]c2ccccc12)NC1CCCC1,-5.4,1.9,-1.6,0.5,2.2,2.4,2.3,0.6,-0.9
Cc1ccc(S(=O)(=O)NC(=O)NCC2CCN(S(=O)(=O)c3ccccc3)CC2)cc1,-4.2,-0.5,-9.3,10.5,-0.2,-8.2,0.8,1.7,0.0
C[C@H]1CCC[C@]2(C)C[C@H]3OC(=O)C(CN4CCCCCC4)[C@H]3C=C12 (stereo not given in full),1.0,1.6,-4.6,30.4*,18.9,7.0,-4.5,2.1,-5.0

# Arranged by molar mass (low to high): 3 of the compounds above.
SMILES,LYPLA1 counter,PAFAH1B3 FP inh,LYPLA2 counter,PAFAH1B2 FP inh,PAFAH2 inh,pPAFAH FP inh,PAD4 inh,PME-1 inh,GSTO1 counter
O=C(CSc1c[nH]c2ccccc12)NC1CCCC1,-5.4,1.9,-1.6,0.5,2.2,2.4,2.3,0.6,-0.9
O=C(COc1ccccc1)NCC(=O)NC1=NCCS1,1.6,5.0,2.1,4.4,-1.4,-0.4,-3.5,-3.2,-0.6
O=C(CN1CCN(C(=O)C2COc3ccccc3O2)CC1)Nc1ccc(F)cc1 (stereo not given),0.5,·,1.1,·,·,-0.7,-3.1,-1.8,12.1

# Continuation:
SMILES,LYPLA1 counter,PAFAH1B3 FP inh,LYPLA2 counter,PAFAH1B2 FP inh,PAFAH2 inh,pPAFAH FP inh,PAD4 inh,PME-1 inh,GSTO1 counter
O=C(CCCC(=O)NCC1CCCO1)NCC1CCCO1 (stereo not given),1.5,8.1,-2.9,-3.8,-5.9,-0.7,-7.6,-5.5,-2.4
CC(C)(C)C(=O)NC(=S)Nc1cccc(C(=O)O)c1,-0.1,10.3,2.5,0.0,0.1,3.8,-2.8,-5.8,7.1
CC(=O)N1CCN(C(=O)CCN(c2ccccc2)S(=O)(=O)c2ccc(C)cc2)CC1,0.3,6.2,5.7,4.5,12.0,3.0,-1.3,-0.5,5.3
CCc1[nH]nc(C(=O)N2CCCC(CCC(=O)N3CCN(c4ccccn4)CC3)C2)c1C (stereo not given),-3.6,4.5,4.2,1.2,7.5,2.4,0.6,2.1,8.9
CNc1c(NS(=O)(=O)c2cc(NC(C)=O)ccc2C)c(=O)oc2ccccc12,2.1,-2.6,-1.0,4.0,-2.7,-4.0,-4.7,-2.0,0.1
Cc1nc2ccccn2c1P(=Nc1ccccc1)(N(C)C)N(C)C,3.9,5.3,1.9,-1.0,-5.6,4.5,2.1,4.0,11.3
CNC(=O)C1CC(=O)N(Cc2ccccc2)C(=Nc2ccc(OC)cc2)S1 (stereo not given),3.0,6.2,6.2,2.9,0.0,2.5,0.8,-4.4,5.3
COC(=O)CCC(=O)N1CCCC(CO)(Cc2ccccc2F)C1 (stereo not given),-1.0,23.5,0.7,8.5,-4.3,-2.0,-2.9,-7.4,8.5
COCC(=O)N1CCN(c2cccc(Cl)c2)CC1,0.1,8.2,-6.2,2.6,-7.4,-0.3,-0.2,2.1,4.0
COc1ccc(-c2ccc3c(c2)S(=O)(=O)c2cccc(C(=O)NC4CC4)c2C3=O)cc1OC,5.5,-3.9,14.0,3.0,-2.6,2.4,3.1,0.1,·
CCOC(=O)CCSc1nc(-c2ccc3c(c2)OCO3)cc(C(F)(F)F)c1C#N,-6.1,-2.5,-3.7,6.3,-3.5,-5.1,-3.0,-6.3,1.6
C[C@@H](CN1C2=NC[C@H](Cc3ccc(O)cc3)N2C[C@H]1Cc1ccc(O)cc1)NC(=O)CCC1CCCCC1,-3.0,5.8,-9.4,4.0,7.3,1.0,-2.6,-2.9,0.8
Cc1nc2c(-c3ccccc3)cnn2c(N2CCOCC2)c1C,0.9,10.3,8.3,-4.0,2.1,8.2,0.4,7.8,4.0
COc1cc(NC(=O)c2ccnnc2)cc(C(=O)Nc2cccc(C(F)(F)F)c2)c1,-31.2,-14.1,-37.9,-7.7,-40.2,-7.4,-2.6,-31.9,-19.1
O=C(Nc1ccc(F)cc1)C(c1ccccc1)N1CCN(S(=O)(=O)c2ccccc2)CC1 (stereo not given),2.0,-0.7,1.0,1.0,-1.1,9.9,1.8,-7.2,2.2
O=C1CNC(=O)/C1=C/c1ccc(Br)cc1,3.0,-1.6,3.1,6.1,-3.7,0.0,0.2,1.8,3.0
CCc1ccc2c(CC(=O)Nc3nnc(C4CC4)s3)coc2c1,-1.0,0.8,-2.4,-16.2,1.9,4.3,-7.6,2.2,8.5
CC(=O)C1=C(C)OC(N)=C(C#N)C1c1cc([N+](=O)[O-])ccc1Cl (stereo not given),1.9,4.4,-4.2,3.4,-1.9,3.5,-0.7,7.0,13.1
CCCC1CC(C)(C(=O)CSc2n[nH]c(-c3ccccc3)n2)OC1=O (stereo not given),2.8,12.9,4.0,2.4,1.6,2.7,0.7,0.2,0.8
O=c1[nH]c(CCl)nc2cc(-c3ccc(F)cc3)sc12,-2.8,3.4,-3.9,29.3*,-0.1,11.6,-0.7,-2.0,97.0*
CCc1ccccc1-n1c(SCC(=O)c2c(N)n(C3CC3)c(=O)[nH]c2=O)nnc1N1CCOCC1,1.7,6.2,-1.1,7.2,7.3,1.0,2.1,-1.6,·
COc1ccc(OCC(=O)N/N=C(\C)c2cc3ccccc3o2)cc1,2.4,10.5,0.8,2.7,3.3,3.9,4.0,-2.3,-2.4
Cn1ncc2c(Nc3ccc(O)cc3)nc(Cl)nc21,-4.9,0.8,-10.1,-3.3,-10.7,2.4,-5.0,-0.4,-3.7
CN1CCN(C(=O)c2cc(-c3ccccc3)on2)CC1,0.9,7.8,-7.6,5.2,-1.2,-10.8,-0.5,-0.7,9.9
Cn1c(C(=O)NCCN2CCOCC2)cc2c(=O)n3ccccc3nc21,-2.5,12.5,3.0,4.8,1.5,3.3,-5.9,-4.7,-1.9
CNc1nc(OCCNC(=O)Nc2ccccc2)nc(N2CCOCC2)n1,0.1,4.2,-2.8,0.8,-7.1,3.8,1.0,2.2,-5.5
COc1ccc(CNC(=O)C(C)N(Cc2ccccc2OC)C(=O)c2snc(C(N)=O)c2N)cc1 (stereo not given),-1.8,5.1,-8.1,6.3,-6.7,0.7,-4.0,8.8,-0.5

# Only part of the results is shown; rates above refer to the full screens.
